LYP inh 2: PTPN22 phosphatase inhibitors, primary screen, biochemical, DiFMUP fluorescence, 2 µM; recombinant LYP catalytic domain; inhibition, % at 2 µM; actives 0.21% (n = 96,000);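 active = inhibition at 2 µM at or above a set limit, the screen mean plus 3 SD, cut at about 24% in these data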;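 note: 0% = DMSO with enzyme and 100% = enzyme fully blocked by orthovanadate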
Rev-RRE block: HIV-1 Rev-RRE binding inhibitors, primary screen, biochemical, FRET, protein-RNA interaction; inhibition, % at 8 µM; actives 0.79% (n = 97,000); Rev peptide-RRE RNA binding; P05866;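 active = inhibition above the screen-wide mean plus 3 SD, cut at about 35% in these data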;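 note: 0% = median DMSO wells and 100% = median Neomycin B control wells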
Target sequence (P05866 whole entry, looked up): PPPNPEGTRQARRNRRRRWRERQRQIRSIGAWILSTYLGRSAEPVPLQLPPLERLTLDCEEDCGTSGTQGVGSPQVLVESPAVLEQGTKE
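assay system = Cy5-tagged RRE RNA duplex with fluorescein-tagged Rev peptide | incubation = 5 + 15 min at 25 °C | also added = labelled Rev peptide | measure = % inhibition of FRET ratio versus controls | benchmarks = DMSO wells as 0% and neomycin B wells as 100% inhibition | measured by = FRET fluorescence readout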
EphB4 antag: EphB4-ephrin-B2 interaction antagonists, primary screen, biochemical, TNYL-RAW peptide probe, fluorescence polarization; inhibition, % at 7 µM; Ephrin type-B receptor 4 (Homo sapiens), P54760; actives 0.15% (n = 97,000); EphB4 LBD / TNYL-RAW-Alexa532 peptide; AID 720, 2007;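 active = inhibition above the screen-wide mean inhibition plus 3 SD, cut at about 15% in these data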;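 note: 0% = DMSO wells and 100% = excess unlabeled TNYL-RAW peptide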
Target sequence (P54760 whole entry, looked up, the tested form may be a part): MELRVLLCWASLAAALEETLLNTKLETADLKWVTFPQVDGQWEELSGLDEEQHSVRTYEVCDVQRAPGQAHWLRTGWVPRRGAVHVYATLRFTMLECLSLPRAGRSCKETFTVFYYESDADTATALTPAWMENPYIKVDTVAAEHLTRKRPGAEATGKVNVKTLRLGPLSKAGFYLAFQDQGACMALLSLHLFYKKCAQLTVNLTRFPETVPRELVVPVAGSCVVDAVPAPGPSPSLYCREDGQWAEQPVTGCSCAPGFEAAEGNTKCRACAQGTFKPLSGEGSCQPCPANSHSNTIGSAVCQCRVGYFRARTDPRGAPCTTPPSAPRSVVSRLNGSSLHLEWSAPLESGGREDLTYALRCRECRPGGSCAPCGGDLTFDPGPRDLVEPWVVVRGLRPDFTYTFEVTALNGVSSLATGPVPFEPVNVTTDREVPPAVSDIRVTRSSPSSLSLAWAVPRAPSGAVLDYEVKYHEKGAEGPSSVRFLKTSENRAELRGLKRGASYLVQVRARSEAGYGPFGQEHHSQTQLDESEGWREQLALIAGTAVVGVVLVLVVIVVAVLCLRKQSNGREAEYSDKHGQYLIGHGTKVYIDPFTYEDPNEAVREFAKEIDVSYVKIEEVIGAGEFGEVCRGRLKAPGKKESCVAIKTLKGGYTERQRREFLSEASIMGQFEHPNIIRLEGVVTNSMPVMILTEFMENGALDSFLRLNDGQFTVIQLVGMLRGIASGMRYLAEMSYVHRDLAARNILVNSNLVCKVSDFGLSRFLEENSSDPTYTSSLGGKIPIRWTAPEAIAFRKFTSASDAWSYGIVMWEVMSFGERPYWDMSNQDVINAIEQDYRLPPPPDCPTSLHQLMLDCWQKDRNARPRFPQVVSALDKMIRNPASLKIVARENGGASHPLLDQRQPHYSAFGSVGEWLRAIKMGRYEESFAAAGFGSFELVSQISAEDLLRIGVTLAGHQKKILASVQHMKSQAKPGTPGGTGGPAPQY
LYP act: LYP phosphatase activators, primary screen, biochemical, DiFMUP fluorescence, 2 µM | Tyrosine-protein phosphatase non-receptor type 22 (Homo sapiens), Q9Y2R2 | activation, % at 2 µM | actives 0.11% (n = 96,000) | recombinant LYP; 0 = plate median, 100 = signal doubled;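 active = activation at 2 µM above a set limit, the mean plus 5 SD, cut at about 37% in these data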
CYP2C9 act: human CYP2C9 activators, primary screen, biochemical, luminescence; Cytochrome P450 2C9 (Homo sapiens), P11712; recombinant CYP2C9, luciferin-H conversion; stronger effect = higher value; factor 1 = untreated enzyme, 0 = blocked; activation factor at 5 µM; actives 1.4% (n = 96,000); AID 1024, 2008;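 active = activation factor of 2 or more for CYP2C9 at a 5 µM dose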;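 note: 0 = sulfaphenazole-blocked wells and 1 = vehicle-only wells; values of inactives mirror those of a sister screen read the other way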
PLK1 PBD inh: Plk1 polo box domain binding inhibitors, primary screen, biochemical, fluorescence polarization; actives 0.13% (n = 97,000); inhibition, %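 (tested at about 20 µM)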; Plk1 PBD phosphopeptide binding; in the data active = inhibition above about 34%, passing the limit was not always enough
Calb biofilm kill: clotrimazole potentiators killing Candida biofilms, primary screen, with clotrimazole, Alamar Blue; C. albicans biofilm + clotrimazole; inhibition, % at 6 µM; AID 834, 2007; actives 0.14% (n = 85,000);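 active = inhibition above 20%; inactive = inhibition below 20%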;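 note: preformed 24 hr biofilms exposed to compound for 48 hr; 0% = biofilm without compound and 100% = blank killed by clotrimazole plus chlorhexidine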
PLK1 kinase inh: human PLK1 kinase inhibitors, primary screen, biochemical, TR-FRET | inhibition, % at 10 µM | recombinant PLK1 kinase, TR-FRET peptide phosphorylation | AID 619, 2007 | actives 0.53% (n = 97,000) | Serine/threonine-protein kinase PLK1 (Homo sapiens), P53350;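 active = inhibition of 50% or more in the single-concentration screen; inactive = inhibition below 50%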;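 note: 0% = DMSO max control and 100% = H-89 dihydrochloride min control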
CYP2C9 inh: blockers of cytochrome P450 2C9 activity – biochemical, luminescence, ADME assay, primary screen. actives 20% (n = 96,000). CYP2C9 Supersomes, luciferin-H conversion. inhibition, % at 5 µM;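 active = blocking of liver enzyme CYP2C9 beyond about 50% at 5 µM, limit read from the data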; note: values of inactives mirror those of a sister screen read the other way
* hit, by the source's call; · = no result given.

SMILES	LYP inh 2	Rev-RRE block	EphB4 antag	LYP act	CYP2C9 act	PLK1 PBD inh	Calb biofilm kill	PLK1 kinase inh	CYP2C9 inh
CCS(=O)(=O)N1CCC(NC(=O)c2ccco2)CC1	4	6	7	-5	1.1	1	3	-17	-11
CCc1ccc(NC(=O)COC(=O)CN2C(=O)COc3ccccc32)cc1	-30	13	5	34	0.9	1	·	-16	8
c1ccn2c(Cc3nnc4ccccn34)nnc2c1	-4	12	3	2	0.9	4	·	11	12
Cc1nc(N)sc1N=Nc1ccc(F)cc1	-11	4	-6	9	1	-5	·	59*	-4
O=S(=O)(NC1CCN(Cc2ccccc2)CC1)c1cccc(S(=O)(=O)N2CCOCC2)c1	-9	11	3	8	0.7	-11	·	-2	31
CCC(CC)C1C(C#N)=C(N)Oc2n[nH]c(-c3ccccc3)c21 (stereo not drawn)	4	20	4	-4	1.2	-8	-2	-8	-22
CC(C)N1CC(C(=O)O)CC1=O (stereo not drawn)	-4	4	-4	6	1.1	-8	-2	-7	-15
c1ccc(CNc2nc(N3CCOCC3)nc(N3CCOCC3)n2)cc1	-5	7	-4	5	·	11	·	-9	·
CCOC(=O)c1sc2nc(C)n(CC(=O)NCC3CCCO3)c(=O)c2c1C (stereo not drawn)	-1	-2	-7	1	0.8	23	7	9	21
CCOC(=O)CSc1cn2c(n1)CCC2	1	6	3	-2	·	9	4	-10	·
CC(C)(C)Cc1nc(-c2ccccn2)no1	-10	4	-4	6	1	-6	5	-7	1
[O-]/[N+](=C\c1ccc(OC(F)F)cc1)c1ccccc1	-5	2	-14	2	0.9	0	·	-15	14
CC(C)CCNC(=O)NC(=O)CN1C(=O)NC2(CCCCC2)C1=O	4	5	5	-2	·	5	0	-13	·
Cn1cnnc1SCC(=O)Nc1ccccc1C(=O)NC1CCCC1	-8	8	8	7	1	-14	-3	0	-3
COCCN(C(=O)CCCC(=O)Nc1ccccn1)C(C(=O)NC1CCCC1)c1ccc(C)cc1 (stereo not drawn)	4	4	3	-5	0.7	0	-2	-2	28
Cc1ccccc1NS(=O)(=O)c1cc(C(=O)N2CCCC2)ccc1C	11	6	8	-13	0.6	6	-1	-7	35
Cc1c(NC2(c3nnnn3-c3ccc(Br)cc3)CCCCC2)c(=O)n(-c2ccccc2)n1C	3	1	3	-1	1	1	·	-12	-4
Cc1ccc(S(=O)(=O)N2CCN(C(=O)C3=COCCO3)CC2)cc1C	8	9	7	-5	1	18	-1	-14	3
O=S(=O)(Nc1ncccn1)c1ccc(Nc2ncnc3ccccc23)cc1	6	8	3	-6	1.1	3	5	-9	-9
CN(c1ccccc1)C(c1ccc(F)cc1)c1nnnn1CC1CCCO1 (stereo not drawn)	-12	2	-6	7	0.9	10	-2	-8	13
COc1ccc(N2CCN(C(=O)Cc3ncc(C(F)(F)F)cc3Cl)CC2)cc1	14	0	-1	-8	1.3	-12	·	-10	-26
CCCOc1ccccc1C1CC(=O)NC2=C1C(=O)CCC2 (stereo not drawn)	-4	6	3	1	0.9	0	10	-2	14
CN1C(=O)N(C)C2(c3ccccc3)Nn3c(s/c(=C/c4ccccc4F)c3=O)=NC12c1ccccc1 (stereo not drawn)	3	5	3	-2	1.3	-7	4	-6	-29
COCCN1C(=O)/C(=C/c2ccc(Oc3ccc([N+](=O)[O-])cn3)c(OC)c2)SC1=Nc1ccccc1	2	2	-6	-6	·	-2	-2	-18	·
CC(=O)NNc1nc(-c2ccccc2)c2cc(Br)ccc2n1	-1	3	-10	7	0.6	-2	·	-3	39

Complete entries as entered above. Screens in order: LYP inh 2 | Rev-RRE block | EphB4 antag | LYP act | CYP2C9 act | PLK1 PBD inh | Calb biofilm kill | PLK1 kinase inh | CYP2C9 inh
`O=S(=O)(Nc1ncccn1)c1ccc(Nc2ncnc3ccccc23)cc1` is listed with 6 | 8 | 3 | -6 | 1.1 | 3 | 5 | -9 | -9
`Cc1nc(N)sc1N=Nc1ccc(F)cc1` is listed with -11 | 4 | -6 | 9 | 1 | -5 | · | 59* | -4
`CCOC(=O)CSc1cn2c(n1)CCC2` is listed with 1 | 6 | 3 | -2 | · | 9 | 4 | -10 | ·
`CCCOc1ccccc1C1CC(=O)NC2=C1C(=O)CCC2` (stereo not drawn) is listed with -4 | 6 | 3 | 1 | 0.9 | 0 | 10 | -2 | 14

(more compounds)
SMILES	LYP inh 2	Rev-RRE block	EphB4 antag	LYP act	CYP2C9 act	PLK1 PBD inh	Calb biofilm kill	PLK1 kinase inh	CYP2C9 inh
Cc1cc(C)nc(NS(=O)(=O)c2ccc(Br)cc2)n1	2	3	-8	-2	1	-7	1	-11	-4
CC(=O)Cc1nsc(NC(=O)c2ccc(Br)o2)n1	-10	13	7	6	·	-20	-6	-13	·
O=C(O)c1cccc(NCc2ccncc2)c1	12	4	-5	-11	0.8	16	·	-7	23
CCOc1c(OC)cccc1C1CC(=O)Nc2cc(OC)c(OC)cc21 (stereo not drawn)	-9	0	9	7	·	-1	·	-3	·
C/C(=N\O)c1ccccc1C(=O)O	7	5	5	-8	1	-7	-3	4	-2
CCOC(=O)N1CCN(S(=O)(=O)c2ccc(C(=O)Nc3nc4c(s3)CC(C)CC4)cc2)CC1 (stereo not drawn)	0	4	4	-4	0.9	-20	5	-12	6
CCn1c(SCC(=O)N2c3ccccc3Sc3ccccc32)nnc1-c1ccco1	15	10	-1	-16	0.2	-17	-3	-5	83*
COc1nc(Oc2ccc(=O)[nH]n2)nc(N2CCOCC2)n1	-6	3	-2	9	1.1	-15	9	-15	-11
Cc1ccc(/C=C2\Sc3ccccc3C2=O)s1	7	30	2	-2	0.3	4	·	-14	75*
COc1ccc(NC(=O)COc2nc(N(C)C)nc(N(C)C)n2)cc1	-2	5	-25	-1	1	-1	3	-15	0
COC(=O)c1[nH]c(C)c(/C(O)=C2\C(=O)C(=O)N(CCN3CCOCC3)C2c2ccccc2OC)c1C (stereo not drawn)	-4	3	-2	3	1.1	-10	11	-5	-12
O=[N+]([O-])c1ccccc1/C=N/N1CCN(c2ccc(Cl)cc2)CC1	5	-3	-8	0	1.5	26	·	-4	-48
Cn1nc(C(F)(F)F)c2cc(NC(=O)OCc3ccc(F)cc3)sc21	-2	19	-2	0	2.5*	0	14	-9	-148
CCCn1c(NCc2cc(C)ccc2O)nc2ccccc21	1	5	0	-2	0.8	-36	10	-14	25
CCNc1nc(NC(C)C)nc(NS(=O)(=O)c2ccc(N)cc2)n1	-1	5	8	2	0.9	-11	5	-8	10
O=C(NCc1cccs1)c1cccc(Nc2nc3ccc(Br)cc3[nH]2)c1	-1	23	2	-1	0.2	-4	·	-15	83*
Fc1ccc2c(c1)C(c1ccncc1)=NNC(c1cccnc1)=N2	8	1	1	-6	0.5	-13	·	-12	54*
CC(CNCC1CCCO1)COc1ccccc1 (stereo not drawn)	-5	12	0	5	0.7	-8	1	-6	25
Cc1cc(C)nc(SCC(=O)N2CCOCC2)n1	8	9	1	-10	1	-6	3	-8	1
CCN(C(=O)Cc1cccs1)c1nnc(-c2cccnc2)s1	0	2	0	-4	0.5	-5	-5	-9	50*
COc1ccc(C2NC3=C(CCCC3)C(C#N)(C#N)C2(C#N)C#N)cc1 (stereo not drawn)	13	46*	-5	-15	0.8	-31	-8	7	24
Cc1ccccc1C(=O)N1CCC(C(=O)Nc2ccc(S(=O)(=O)N(C)C(C)C)cc2)CC1	4	6	4	-5	0.4	-4	·	-7	61*
Oc1c(C(Nc2nc3ccccc3s2)c2ccco2)ccc2cccnc12 (stereo not drawn)	-6	-3	2	7	0.3	15	8	-5	73*
O=C1C2C3c4ccccc4C(c4ccccc43)C2c2nc3ccccc3n21 (stereo not drawn)	-3	5	4	3	·	19	3	1	·
N#CC(C(=O)CCN1C(=O)C2CC=CCC2C1=O)c1nc2ccccc2[nH]1 (stereo not drawn)	-14	4	-8	9	0.8	-5	9	-10	25

Going on with the list.
SMILES	LYP inh 2	Rev-RRE block	EphB4 antag	LYP act	CYP2C9 act	PLK1 PBD inh	Calb biofilm kill	PLK1 kinase inh	CYP2C9 inh
S=C(c1ccccc1)N(c1ccccc1)c1ccccc1	2	0	4	2	0.7	2	·	-13	31
O=C(CN1CCOCC1)Nc1ncccn1	7	14	7	-6	1.1	18	0	-1	-8
CCCCc1ccc(-c2c(C#N)c(N)nc3c2CCCC3)s1	4	6	-3	1	1.2	-13	·	-12	-24
Cc1ccc(-c2csc(NC(=O)CSC3=NCCS3)n2)cc1	7	5	-3	-8	·	-7	6	1	·
CC1(C)CC(=O)C(C(C2=C(O)CC(C)(C)CC2=O)c2cccc(O)c2)C(=O)C1 (stereo not drawn)	3	6	6	-4	1	-1	·	-14	-1
Cc1nnc(NC(=O)c2cccc(S(=O)(=O)N3CCOCC3)c2)s1	4	10	5	-3	0.9	-13	-2	-8	10
Nc1nc(N)nc(-c2ccc(Cl)cc2)n1	-6	1	6	7	1	2	4	6	0
CC12CC(NC(=O)N1c1cccc(C(=O)NCc3ccc4c(c3)OCO4)c1)c1cc(Cl)ccc1O2 (stereo not drawn)	6	8	2	-2	0.2	3	0	-6	79*
COc1ccc(CCn2c(=O)[nH]c3cc(C(=O)NCCc4ccccc4)ccc3c2=O)cc1OC	6	4	1	-1	1.1	7	·	-9	-6
Cn1c(=O)[nH]c(=O)c2c1nc(N1CCCCCC1)n2CCCSc1nc2ccccc2o1	9	1	3	-12	0.2	4	7	-7	83*
CC/C(=N\NC(=O)c1csc(C)c1C)c1cccs1	9	1	7	-6	0.9	15	·	-22	14
CCCCCn1c(=NC(C)=O)c(C#N)cc2c(=O)n3ccccc3nc21	-9	22	-5	9	0.9	7	5	-13	10
CCCCCc1c(C)nc(Nc2nc(C)c3cc(OC)ccc3n2)[nH]c1=O	-3	0	-12	1	0.5	2	6	-4	48
CCOc1ccc(CN(Cc2ccco2)C(c2cccs2)c2nnnn2C(C)(C)C)cc1 (stereo not drawn)	4	12	0	-6	0.2	13	4	-12	77*
O=c1c2[nH]c3ccccc3c2ncn1Cc1ccncc1	-5	4	0	3	0.5	-8	4	-13	45
Cc1ccc(OS(=O)(=O)c2ccccc2)c(/C=N/N=C2\NC(=O)C(C)S2)c1 (stereo not drawn)	15	7	1	-10	·	35	3	-7	·
COc1cccc(C(=O)O/N=C(\N)c2ccc([N+](=O)[O-])cc2)c1	9	7	14	-5	2*	-2	·	-10	-96
COc1cccc(CNC(=O)C2CCN(S(=O)(=O)c3c(C)nn(C)c3C)CC2)c1	-5	2	-5	2	1.3	-21	-9	-14	-28
CCCNC(=O)Cn1c2ccccc2c2nc(=O)cc(C)n21	5	6	0	-8	1.1	22	·	6	-6
CC(C)(C)OC(=O)NCCc1nnc(SCC(=O)Nc2cccc(Cl)c2)o1	-7	8	-4	5	0.7	-1	8	-4	28
CCOc1ccc(OCC)c(NC(=O)C(NS(=O)(=O)c2ccc3c(c2)oc(=O)n3C)C(C)C)c1 (stereo not drawn)	-12	-2	1	10	0.8	-16	-3	-7	18
CCNC(=O)NC(=O)C(C)OC(=O)c1cccnc1SC (stereo not drawn)	10	0	-7	-12	·	51*	-3	-3	·
CC(Oc1ccc(NC(=O)c2ccco2)cc1)C(=O)N1c2ccccc2CC1C (stereo not drawn)	3	8	5	-4	0.5	6	10	-13	51*
O=[N+]([O-])c1cccc(-n2nnnc2CN2CCCCCC2)c1	1	1	-1	5	0.6	-15	·	-5	43
CC1(C)Cc2nc3sc4c(=O)n(CC(=O)NCc5ccccc5)cnc4c3cc2CO1	-2	5	4	7	0.6	3	·	-8	43

Compound activity deposited in PubChem by several laboratories.
